XiGFP reactiv = X-chromosome reactivation activator; activation, % at 7.58 µM; AID 743238; 360,000 compounds, 0.055% hits; XiGFP mouse fibroblasts, % GFP-positive cells imaging, 3 d; cells co-treated with 5-aza-dC sensitizer; scaled so ellipticine positive control = 100%;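 active = mean normalized replicate activation at least 10% and every replicate at or above 10%; inconclusive = only one of the two criteria met; inactive = mean below 10% and not all replicates reach 10%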;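 also: 0% = median of on-plate neutral control wells and 100% = ellipticine 6 µM median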
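System: 68-5-11 XiGFP fibroblast line | Buffer or medium: DMEM containing 5-aza-dC | Compound: Single point | Times: Compounds 3 days, fix/stain 15 min at room temperature | Benchmarks: Positive control ellipticine, 6 µM final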
CFTR F508del cor = CFTR F508del correction in bronchial cells; CFBE cells, YFP halide quenching; stimulated with forskolin plus potentiator P3; % fluorescence drop versus neutral controls; activity (quench increase), % at 7.58 µM; 350,000 compounds, 0.36% hits;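 active = mean added fluorescence quench of at least 8% versus neutral control, with both replicates also reaching 8%; inconclusive = only one of the mean or replicate conditions met; inactive = mean below 8% and not both replicates reaching 8%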;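 also: cells transiently co-express mutant CFTR-F508del with the halide-sensitive YFP; corrector assay measuring rescue of mutant channel to the surface after 24 h compound exposure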
RAD54 inh = RAD54 (human) branch migration inhibition; RAD54 Holliday junction branch migration, FAM/BHQ fluorescence; inhibition, % at 10.4 µM; 360,000 compounds, 0.14% hits; AID 602329;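 active = mean normalized replicate activity at least 40 and at least half of replicates scoring 40 or more; inconclusive = only one of the two criteria met; inactive = mean below 40 and under half of replicates reaching 40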;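 also: 0% = median of neutral control wells and 100% = median of positive control wells; inhibitors cause a drop in the FAM fluorescence signal; in these data hits start at about 50%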
Casp6 inh = inhibitors of human caspase-6; P55212; purified caspase-6, Z-VEID-R110 cleavage fluorescence; inhibition, % at 12.5 µM; 350,000 compounds, 0.53% hits;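 active = mean inhibition across replicates at least about 35%, with every replicate also reaching that limit, limit read from the data; inconclusive = only one of the two criteria met; inactive = neither criterion met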;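 also: 0% = median of neutral control wells and 100% = no fluorescence left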
E-sel inducer = induces E-selectin expression in human endothelial cells | 260,000 compounds, 0.37% hits | AID 686992 | activation, % at 7.58 µM | HUVEC E-selectin immunofluorescence imaging; normalized: neutral wells 0, TNF-alpha wells 100;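 active = mean E-selectin-positive cell signal at least 10% of the positive control, reached in at least 60% of replicates, without over 20% cell loss; inconclusive = no rule given, readout overlaps actives, possibly toxicity-flagged; inactive = the rest, including those meeting only one limit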;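 also: in these data hits start at about 27%; measured in HUVEC primary endothelial cells; signal is the percent of cells scored E-selectin positive by PE staining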
Target sequence (P16581 whole entry, looked up): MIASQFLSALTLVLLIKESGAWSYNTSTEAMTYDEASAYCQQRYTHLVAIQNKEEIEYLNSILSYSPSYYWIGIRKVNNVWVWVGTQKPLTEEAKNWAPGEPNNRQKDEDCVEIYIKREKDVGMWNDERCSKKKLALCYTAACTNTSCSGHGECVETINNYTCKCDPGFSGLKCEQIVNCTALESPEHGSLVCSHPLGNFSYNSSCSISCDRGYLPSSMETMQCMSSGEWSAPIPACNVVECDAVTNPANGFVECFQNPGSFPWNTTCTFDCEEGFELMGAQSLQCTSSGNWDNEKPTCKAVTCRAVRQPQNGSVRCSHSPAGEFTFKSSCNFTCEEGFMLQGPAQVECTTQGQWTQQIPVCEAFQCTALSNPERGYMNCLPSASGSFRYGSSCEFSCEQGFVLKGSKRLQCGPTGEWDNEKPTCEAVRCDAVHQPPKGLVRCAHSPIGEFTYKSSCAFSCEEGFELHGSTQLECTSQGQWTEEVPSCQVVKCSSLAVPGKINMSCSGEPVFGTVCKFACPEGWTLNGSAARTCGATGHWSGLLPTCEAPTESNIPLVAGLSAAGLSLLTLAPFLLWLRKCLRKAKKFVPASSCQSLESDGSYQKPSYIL
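Assay system: HUVEC, human umbilical vein endothelial cells / Amount: 3,000 HUVEC/well / Controls: TNF-alpha positive control, DMSO neutral control / Compound dosing: single concentration / Medium: EGM-2 over gelatin coat / Evaluation: percent E-selectin-positive cells / Signal: immunofluorescence imaging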
DENV2 CPE = DENV2-induced cell death inhibition; DENV2-infected cells, cytopathic effect rescue, plate reader; CPE inhibition, % at 9.99 µM; 350,000 compounds, 1.7% hits; AID 651640; in the data active = CPE inhibition above about 20%, passing the limit was not always enough; inconclusive = no clear call, values can overlap the other calls; tested in BHK-21 cells;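 also: 0% = median of neutral control wells and 100% = median of positive control wells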
GSIS activator = primary screen for activators of insulin secretion dependent on glucose, INS-1E cells, GLuc reporter luminescence. 370,000 compounds, 0.61% hits. INS-1E GLuc reporter insulin secretion, 2-3 h. activation, % at 16.6 µM. AID 743287;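 active = lowest replicate activation of at least 40%, so every replicate reaches that level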;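 also: 0% = median of neutral control wells and 100% = median of IBMX positive control wells; some compounds called inactive have numbers as strong as hits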
RAD52 inh = blocks human RAD52 DNA annealing; AID 651710; 360,000 compounds, 0.46% hits; inhibition, % at 18.7 µM; recombinant RAD52 DNA annealing, FRET fluorescence; P43351;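 active = every replicate showing at least 50% inhibition; inconclusive = mean inhibition at least 50% but not in every replicate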
Target sequence (P43351 whole entry, looked up): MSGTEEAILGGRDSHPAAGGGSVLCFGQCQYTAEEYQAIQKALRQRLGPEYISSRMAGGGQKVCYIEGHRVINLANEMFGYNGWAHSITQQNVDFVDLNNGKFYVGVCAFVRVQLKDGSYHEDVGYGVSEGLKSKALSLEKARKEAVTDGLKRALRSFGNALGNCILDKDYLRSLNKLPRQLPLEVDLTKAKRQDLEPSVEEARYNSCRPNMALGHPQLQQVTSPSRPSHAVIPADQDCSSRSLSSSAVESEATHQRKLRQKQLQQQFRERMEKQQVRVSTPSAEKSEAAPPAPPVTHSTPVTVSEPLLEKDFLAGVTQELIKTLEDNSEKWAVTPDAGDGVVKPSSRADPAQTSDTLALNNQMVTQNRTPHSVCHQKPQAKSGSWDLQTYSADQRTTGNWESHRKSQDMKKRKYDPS
* hit, by the source's call; u = inconclusive; x = no result given; & = joins results of further samples.

Fields: XiGFP reactiv | CFTR F508del cor | RAD54 inh | Casp6 inh | E-sel inducer | DENV2 CPE | GSIS activator | RAD52 inh
> Clc1cccc(Cc2c(-c3cccc(Cl)c3)nc3c4ccccc4ccn23)c1
    0.0 | -2.1 | x | -1.2 | 0.0 | -14.3 | -0.1 | -63.0
> Cc1ccn2c(=O)nc(SCC(=O)Nc3cccc4ccccc34)nc2c1
    0.3 | 2.0 | -2.4 | -0.2 | 0.1 | 4.1 | -0.6 | -24.9
> COc1ccc(-c2csc(N(C)C(=O)c3ccco3)n2)cc1
    0.0 | 1.4 | 3.1 | 0.7 | x | 0.8 | -6.1 | -1.6
> COc1ccc(C(=O)N/N=C/c2ccc(SC)cc2)cc1
    0.2 | x | x | -3.3 | x | 13.1 | x | -11.2
> CCN(CC)CCNc1ncnc2c1sc1nc(N3CCOCC3)c3c(c12)CCCC3
    0.0 | -1.9 | x | -2.3 | -0.3 | 5.6 | -13.4 | 66.3*
> Cc1nc2ccccc2c2oc(C(=O)NCCCN3CCCC3=O)cc12
    0.2 | 2.1 | 7.5 | -1.0 | 0.0 | 3.0 | 14.3 | -3.7
> CC(=O)c1cccc(N(CC(=O)NC2CCCCC2)C(=O)c2csnn2)c1
    -0.1 | 0.2 | 1.1 | -3.4 | x | 2.3 | -3.9 | -12.2
> O=C(C[C@H]1C[C@H]2c3cc(NC(=O)Cc4ccncc4)ccc3O[C@H]2[C@@H](CO)O1)NCCc1ccccc1
    0.2 | 1.1 | 1.9 | 1.6 | 0.2 | 7.1 | 6.9 | 20.7
> CCOc1ccc(C(=O)Nc2nnc(NC(=S)Nc3ccccc3)s2)cc1
    0.0 | -3.2 | 16.7 | -0.7 | 0.4 | -8.2 | 10.1 | 1.3
> C#Cc1ccc([C@H]2C=C(C(=O)N3CCOCC3)O[C@@H](OCC)[C@@H]2CCCO)cc1
    0.0 | -1.6&0.3 | -0.7&-0.9 | -0.7&-2.3 | 0.1 | 4.4&4.2 | 2.7 | 1.2&-0.8

Eight successive records already listed:
Fields: XiGFP reactiv | CFTR F508del cor | RAD54 inh | Casp6 inh | E-sel inducer | DENV2 CPE | GSIS activator | RAD52 inh
> Clc1cccc(Cc2c(-c3cccc(Cl)c3)nc3c4ccccc4ccn23)c1
    0.0 | -2.1 | x | -1.2 | 0.0 | -14.3 | -0.1 | -63.0
> Cc1ccn2c(=O)nc(SCC(=O)Nc3cccc4ccccc34)nc2c1
    0.3 | 2.0 | -2.4 | -0.2 | 0.1 | 4.1 | -0.6 | -24.9
> COc1ccc(-c2csc(N(C)C(=O)c3ccco3)n2)cc1
    0.0 | 1.4 | 3.1 | 0.7 | x | 0.8 | -6.1 | -1.6
> COc1ccc(C(=O)N/N=C/c2ccc(SC)cc2)cc1
    0.2 | x | x | -3.3 | x | 13.1 | x | -11.2
> CCN(CC)CCNc1ncnc2c1sc1nc(N3CCOCC3)c3c(c12)CCCC3
    0.0 | -1.9 | x | -2.3 | -0.3 | 5.6 | -13.4 | 66.3*
> Cc1nc2ccccc2c2oc(C(=O)NCCCN3CCCC3=O)cc12
    0.2 | 2.1 | 7.5 | -1.0 | 0.0 | 3.0 | 14.3 | -3.7
> CC(=O)c1cccc(N(CC(=O)NC2CCCCC2)C(=O)c2csnn2)c1
    -0.1 | 0.2 | 1.1 | -3.4 | x | 2.3 | -3.9 | -12.2
> O=C(C[C@H]1C[C@H]2c3cc(NC(=O)Cc4ccncc4)ccc3O[C@H]2[C@@H](CO)O1)NCCc1ccccc1
    0.2 | 1.1 | 1.9 | 1.6 | 0.2 | 7.1 | 6.9 | 20.7

(cont.)
Fields: XiGFP reactiv | CFTR F508del cor | RAD54 inh | Casp6 inh | E-sel inducer | DENV2 CPE | GSIS activator | RAD52 inh
> CCCCNC(=O)c1ccccc1C(=O)NC1(C(=O)NCCCC)CCCC1
    0.0 | 3.3 | 6.2 | -6.0 | 0.1 | -1.3 | 16.2 | -3.1
> C[C@H](CO)N1C[C@H](C)[C@@H](CN(C)Cc2cccc(C(=O)O)c2)Oc2ncc(C#CCN(C)C)cc2C1=O
    0.0 | -0.7 | -2.9 | -1.2 | x | 1.4 | 17.7 | -19.9
> C[C@@H]1CN([C@@H](C)CO)C(=O)Cc2cc(NC(=O)C3CC3)ccc2O[C@@H]1CN(C)C(=O)Nc1ccc(F)cc1
    0.1 | -1.5 | 4.3 | -2.3 | -0.2 | -7.9 | 10.5 | 16.4
> CCC(=O)N1CC(=O)N2[C@H](C1)[C@H](c1ccc(C#Cc3cccnc3)cc1)[C@@H]2CO
    0.3 | -0.2 | x | 0.3 | 0.3 | -3.4 | -7.9 | 9.0
> Cc1ccc[n+](C2=C([O-])c3ccccc3C(=O)C2=O)c1
    0.1 | -2.2 | x | 8.7 | x | -3.9 | 1.9 | -18.4
> CC(C)CN(CC(C)C)C(=O)CN1c2cccc3cccc(c23)S1(=O)=O
    0.0 | 0.7 | -0.4 | -1.1 | x | 1.5 | 23.9 | 4.4
> Cc1oc(-c2cccc(Br)c2)[n+]([O-])c1C
    -0.1 | -8.0 | x | 0.3 | -1.6 | -1.9 | -9.4 | -3.6
> CC[C@]1(C(=O)OC)[C@H]2C(=O)N(Cc3ccccc3)C(=O)[C@H]2[C@H]2CN=C(SCc3ccc(C#N)cc3)N21
    0.0 | -0.2 | 11.5 | 1.7 | x | -13.3 | -18.4 | -26.3
> CCOC(=O)N1CCN(CC(=O)Nc2cc(OC)c(OC)cc2C#N)CC1
    0.0 | 3.3 | x | 0.4 | x | 5.0 | -4.2 | -14.2
> COc1ccc(N(C)S(=O)(=O)c2cccc(C(=O)OCC(=O)NCc3ccccc3OC)c2)cc1
    -0.2 | -0.7 | -15.8 | -1.1 | x | 3.1 | -20.2 | -11.6

Going on with the list:
Fields: XiGFP reactiv | CFTR F508del cor | RAD54 inh | Casp6 inh | E-sel inducer | DENV2 CPE | GSIS activator | RAD52 inh
> COc1ccc(OC)c(S(=O)(=O)N2CCCC(C(=O)NCc3cccnc3)C2)c1 (stereo not given)
    0.4 | -0.9 | 14.0 | 4.3 | 3.3 | 2.9 | -12.0 | 0.9
> CC(=O)N1CCOc2ccc(S(=O)(=O)NCCc3cccc(C)c3)cc21
    0.1 | -1.4 | -5.1 | 4.0 | 10.0 | 8.9 | x | -8.8
> CCSc1nc(O)c(C(c2cccc(OC)c2)c2c(O)nc(SCC)[nH]c2=O)c(=O)[nH]1
    0.0 | -0.7 | -13.1 | -2.2 | x | 7.8 | -0.3 | -1.5
> C[C@@H]1CN([C@H](C)CO)C(=O)c2cccc(NC(=O)Nc3cccc4ccccc34)c2O[C@@H]1CN(C)Cc1ccc(C(=O)Nc2ccccc2N)cc1
    0.6 | 0.0 | x | -1.4 | 2.6 | -9.8 | 9.7 | -17.1
> C[C@@H]1CCCCO[C@@H](CN(C)C(=O)CCCN(C)C)[C@@H](C)CN([C@@H](C)CO)C(=O)c2cc(NS(=O)(=O)c3ccccc3)ccc2O1
    0.2 | -3.6 | 1.8 | -2.9 | 1.0 | -0.2 | 18.1 | 8.0
> O=C(NN1C(=O)C2C(C1=O)C1C=CC2C12CC2)c1ccccc1Cl (stereo not given)
    0.0 | 0.0 | -1.5 | -0.8 | 0.1 | -2.3 | 11.2 | -1.2
> O=C(NNC(=O)C1CC1)c1cccc([N+](=O)[O-])c1
    0.6 | 2.8 | -2.3 | 1.9 | 1.0 | u | -10.4 | -9.2
> Cc1ccc(S(=O)(=O)N[C@@H]2CC[C@@H](CC(=O)N3CCC(Cc4ccccc4)CC3)O[C@H]2CO)cc1
    0.3 | 0.2 | 0.3 | -0.1 | -0.4 | -4.6 | -27.1 | 4.4
> COC(=O)c1ccc(NC(=O)C(=O)c2cn(CC(=O)N3CCOCC3)c3ccccc23)cc1
    0.0 | -1.6 | 0.7 | 5.9 | x | -0.5 | 20.3 | -7.6
> O=C(O)c1sccc1S(=O)(=O)N1CCOCC1
    0.0 | 1.0 | 4.2 | -0.3 | x | 4.0 | 27.2 | -11.9

More structures:
Fields: XiGFP reactiv | CFTR F508del cor | RAD54 inh | Casp6 inh | E-sel inducer | DENV2 CPE | GSIS activator | RAD52 inh
> NC(=O)c1nsc(C(=O)N(Cc2cccnc2)C(C(=O)NCc2ccc(F)cc2)c2ccc(O)cc2)c1N (stereo not given)
    0.3 | 2.0 | 7.5 | 4.3 | -0.1 | -1.7 | -7.2 | -7.7
> Cc1cc([N+](=O)[O-])ccc1NC(=O)c1cc2ccccc2o1
    -0.1 | -0.8 | -1.0 | -1.3 | x | 2.7 | 8.0 | -11.1
> O=C(COc1ccc(Cl)cc1)Nc1cc2c3c(c1)CC(=O)N3CCC2
    0.0 | -1.3 | -2.9 | -1.4 | -0.6 | -4.4 | -5.9 | -3.0
> Cc1nnc(SCC(=O)NC2CCCc3c2cnn3-c2ccccc2F)o1 (stereo not given)
    0.3 | 0.6 | 3.7 | -0.1 | 2.6 | -2.7 | 8.5 | -8.0
> C=CCCC(=O)NC1CCCc2c1cnn2-c1ccccc1F (stereo not given)
    0.0 | 4.2 | -16.4 | 0.8 | 0.2 | 2.3 | -6.4 | -10.3
> CCN(CCCn1c(=S)[nH]c2ccc(N3CCOCC3)cc2c1=O)c1ccccc1
    -0.1 | -2.5 | x | -0.5 | 0.0 | -4.7 | -3.9 | -17.6
> O=C(NCCCN1CCOCC1)[C@@H]1N[C@@H]2c3ccc(C4=CCCC4)c(=O)n3C[C@@H]2[C@H]1CO
    0.2 | -0.3 | 15.4 | -1.6 | -0.2 | -0.6 | 6.3 | -36.1
> COc1cc(C(=O)OCCCN2CCOCC2)ccc1O
    0.0 | 0.4 | 12.1 | -2.2 | x | 14.6 | 4.9 | -1.1
> CO[C@@H]1CN(C)C(=O)c2cc(NS(=O)(=O)CC(F)(F)F)ccc2OC[C@H](C)N(C(=O)NC(C)C)C[C@H]1C
    0.0 | 0.9 | -3.1 | -1.3 | -0.1 | 11.4 | 0.3 | -27.6
> O=C(OCCOc1ccccc1F)c1cc(S(=O)(=O)N2CCOCC2)ccc1F
    -0.7 | -4.2 | 6.4 | -0.7 | 0.6 | -1.5 | -8.3 | -0.4

Next entries:
Fields: XiGFP reactiv | CFTR F508del cor | RAD54 inh | Casp6 inh | E-sel inducer | DENV2 CPE | GSIS activator | RAD52 inh
> O=C(NC1CCCC1)N1CC(=O)N2[C@H](CO)[C@H](c3ccc(-c4cccnc4)cc3)[C@H]2C1
    0.5 | -0.8 | x | 0.2 | 0.1 | -2.0 | 7.8 | -12.8
> COc1ccc(NC(=O)Nc2ccc3c(c2)C(=O)N([C@@H](C)CO)C[C@@H](C)[C@@H](CN(C)S(=O)(=O)c2ccc(Cl)cc2)O3)cc1
    0.2 | 2.3 | 12.8 | -2.2 | 18.3 | 2.4 | -6.2 | -11.6
> CC(=O)/C(=C/c1ccccc1)C(=O)Nc1ccccc1C
    0.3 | x | 2.7 | 2.6 | x | -11.7 | -19.5 | -8.1
> FC(F)(F)c1ccc(C2Nc3cccc4cccc(c34)N2)cc1
    0.0 | 0.7 | x | 9.4 | x | 0.4 | -6.1 | -4.5

Compound activity from PubChem.
